Compound activity (PubChem BioAssay)
OX1R antag-1 – human HCRTR1 antagonism | inhibition, % at 5 µM | 330,000 compounds, 0.43% hits | CHO/OX1R cells, Fluo-8 calcium fluorescence, orexin A | AID 434989 | O43613;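 active = inhibition above its plate's threshold, mean inhibition of all tested compounds on the plate plus 3 SD, cut at about 37% in these data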;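 note: 0% = orexin A challenge wells and 100% = SB-334867-A antagonist wells; not every result past the cut was called active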
Target sequence (O43613 whole entry, looked up): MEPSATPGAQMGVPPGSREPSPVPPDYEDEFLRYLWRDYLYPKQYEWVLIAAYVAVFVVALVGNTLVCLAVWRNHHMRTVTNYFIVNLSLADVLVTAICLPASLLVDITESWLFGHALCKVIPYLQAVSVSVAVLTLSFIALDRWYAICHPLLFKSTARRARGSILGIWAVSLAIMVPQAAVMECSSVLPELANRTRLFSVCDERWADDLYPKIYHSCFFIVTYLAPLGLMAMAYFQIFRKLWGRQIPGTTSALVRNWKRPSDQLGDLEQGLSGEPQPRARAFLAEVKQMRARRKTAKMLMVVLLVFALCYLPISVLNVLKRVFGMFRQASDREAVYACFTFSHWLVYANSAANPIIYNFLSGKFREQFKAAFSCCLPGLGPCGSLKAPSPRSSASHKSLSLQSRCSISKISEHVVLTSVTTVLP
OX1R antag-2 – blocks the human orexin 1 receptor | inhibition, % at 6.6 µM | 330,000 compounds, 1.8% hits | O43613 | OX1R-expressing cells, FRET antagonist read-out | AID 485270; in the data active = inhibition mostly above about 38%, no sharp cut-off; inactive = mostly below about 40%;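 note: 0% = agonist challenge alone and 100% = reference antagonist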
* marks the source's active call; other numbers are inactive results; & = joins results of further samples. Random draw from the library; overall some 2.1% were active at least once.

`Cc1cc(-c2ccc3c(c2)COc2c4ccccc4nn2-3)on1` gave OX1R antag-1 -6 and OX1R antag-2 32.
For OC(CNc1nc(-c2cccnc2)nc2ccccc12)c1ccccc1 (centres undefined) the results were OX1R antag-1 -19 and OX1R antag-2 35.
CS(=O)(=O)N1CCN(c2ccccc2NC(=O)c2cc(Br)ccc2Cl)CC1 was read as OX1R antag-1 -26 and OX1R antag-2 4.
For Cc1ccc(S(=O)(=O)NC(=O)NCCCCNC(=O)NS(=O)(=O)c2ccc(C)cc2)cc1 the results were OX1R antag-1 -9 and OX1R antag-2 -2.
O=C(NCC1CCCO1)c1ccc2c(=O)n(CC3CCCO3)c(=S)[nH]c2c1 (centres undefined) was read as OX1R antag-1 -8 and OX1R antag-2 10.
Screening CCN(C(=O)COC(=O)/C=C/c1ccc(OC(F)F)c(OC)c1)C1CCS(=O)(=O)C1 (centres undefined) returned OX1R antag-1 -6 and OX1R antag-2 11.
`Cc1nnc(NC(=O)CSc2nnc(Cc3cccn3C)n2C)s1` gave OX1R antag-1 -12 and OX1R antag-2 12.
For CC1C(=O)Nc2ccccc2N1C(=O)c1ccc(O)cc1 (centres undefined) the results were OX1R antag-1 -15 and OX1R antag-2 2.
Screening CCN(CC)CCN(C(=O)c1ccc(C(C)=O)cc1)c1nc2ccc(Cl)cc2s1 returned OX1R antag-1 -9 and OX1R antag-2 6.
Screening Cc1ccc(N=Cc2sccc2C)cc1C returned OX1R antag-1 8 and OX1R antag-2 14.

Looked up one by one from above:
Screening CCN(C(=O)COC(=O)/C=C/c1ccc(OC(F)F)c(OC)c1)C1CCS(=O)(=O)C1 (centres undefined) returned OX1R antag-1 -6 and OX1R antag-2 11.
`Cc1nnc(NC(=O)CSc2nnc(Cc3cccn3C)n2C)s1` gave OX1R antag-1 -12 and OX1R antag-2 12.
For Cc1ccc(S(=O)(=O)NC(=O)NCCCCNC(=O)NS(=O)(=O)c2ccc(C)cc2)cc1 the results were OX1R antag-1 -9 and OX1R antag-2 -2.

Following part.
`O=C(c1ccc(C(F)(F)F)cc1)C1CCCN(C(=O)Cn2cnnn2)C1` (centres undefined) gave OX1R antag-1 1 and OX1R antag-2 1.
`C=CCN1C(=O)C2(OCCCO2)c2ccccc21` gave OX1R antag-1 4 and OX1R antag-2 26.
CC(=O)NCCn1c(SCC(=O)NCc2ccco2)nc2ccccc2c1=O was read as OX1R antag-1 6 and OX1R antag-2 10.
`CS(=O)(=O)N(C(=O)NC(=O)NC12CC3CC(CC(C3)C1)C2)C1CCCCC1` gave OX1R antag-1 -8 and OX1R antag-2 19.
`CC(C)C(C)NC(=O)COc1ccc(-c2ccccc2)cc1` (centres undefined) gave OX1R antag-1 20 and OX1R antag-2 48.
Cc1[nH]c2ccccc2c1C(=O)CSc1nc2ccccc2c(=O)n1CCCN1CCOCC1 was read as OX1R antag-1 -5 and OX1R antag-2 22.
`COc1ccc(S(=O)(=O)N(C)CC(=O)N2CCN(C)CC2)cc1Cl` gave OX1R antag-1 -10 and OX1R antag-2 34.
For CC1CCCCC1NC(=O)CCS(=O)(=O)c1cc2c(cc1Cl)NC(=O)CO2 (centres undefined) the results were OX1R antag-1 -10 and OX1R antag-2 10.
`Cc1c(NS(=O)(=O)N2CCCC2)c(=O)n(-c2ccccc2)n1C` gave OX1R antag-1 12 and OX1R antag-2 4.
Screening CC1CC(C)CN(S(=O)(=O)c2cccc(C(=O)N3C(=O)c4cccc(N)c4C3=O)c2)C1 (centres undefined) returned OX1R antag-1 -25 and OX1R antag-2 40.
COc1ccc(N2C(=O)C3CCCN3C2c2ccc(C)cc2)cc1Cl (centres undefined) was read as OX1R antag-1 -11 and OX1R antag-2 9.
For CSc1nc2c(c(=O)[nH]c(=O)n2C)n1C/C=C(\C)Cl the results were OX1R antag-1 -20 and OX1R antag-2 6.
`Cc1ccc(-n2cc(CNCCCn3ccnc3C)c(-c3ccc(F)cc3)n2)cc1` gave OX1R antag-1 -24 and OX1R antag-2 13.
Screening O=c1[nH]c(CN2CCCCC2)nc2c1C1(CCCCC1)Cc1ccccc1-2 returned OX1R antag-1 -12 and OX1R antag-2 14.
`CC(Nc1nc(-c2ccc3c(c2)NC(=O)CO3)cs1)c1ccccc1` (centres undefined) gave OX1R antag-1 -12 and OX1R antag-2 10.
COc1cc(NC(=O)Nc2ccc(Cl)c(Cl)c2)c(C(=O)O)cc1OC was read as OX1R antag-1 -7 and OX1R antag-2 35.
`O=C(NCCc1ccc(Cl)cc1)C1CCN(S(=O)(=O)N2CCC3(CC2)OCCO3)CC1` gave OX1R antag-1 -8 and OX1R antag-2 -3.
COc1cc(-c2nnc(NC(=O)CCS(=O)(=O)c3ccc(F)cc3)o2)cc(OC)c1OC was read as OX1R antag-1 -11 and OX1R antag-2 31.
`CC(C)CCN(C(=O)c1ccc(N2CCCC2=O)cc1)c1c(N)n(Cc2ccccc2)c(=O)[nH]c1=O` gave OX1R antag-1 -31 and OX1R antag-2 9.
Screening CC(C)(CNC(=O)c1cc(-c2ccc(Cl)s2)nc2ccccc12)N1CCOCC1 returned OX1R antag-1 -17 and OX1R antag-2 23.
For Cc1nn(CC(=O)N2CCOCC2)c(=O)c2ccccc12 the results were OX1R antag-1 0 and OX1R antag-2 8.
`O=C(Cn1cnc([N+](=O)[O-])c1)c1ccc(Cl)cc1` gave OX1R antag-1 -15 and OX1R antag-2 19.
Cc1csc(NC(=O)C(C)Oc2ccc(Br)cc2)n1 (centres undefined) was read as OX1R antag-1 -27 and OX1R antag-2 19.
CC12C(=O)N(n3cnnc3)C(=O)C1C1C=CC2C1 (centres undefined) was read as OX1R antag-1 7 and OX1R antag-2 2.
Screening O=C(Nc1ccc(Cl)cc1C(=O)N1CCOCC1)c1ccco1 returned OX1R antag-1 -11 and OX1R antag-2 11.
For CCOc1ccc2[nH]c(C(=O)N/N=C/c3cc(OC)c(OC)c(OC)c3)cc2c1 the results were OX1R antag-1 -23 and OX1R antag-2 3.
For Cc1cc2ccccn2c1C(=O)c1cc([N+](=O)[O-])cc([N+](=O)[O-])c1 the results were OX1R antag-1 -33 and OX1R antag-2 11.
COc1ccc(CCNC(=O)CCc2ccc(S(=O)(=O)NC(C)C)cc2)cc1 was read as OX1R antag-1 -21 and OX1R antag-2 9.
Screening O=C(NCC1CCCN1S(=O)(=O)c1cccs1)C(=O)Nc1cccc(F)c1 (centres undefined) returned OX1R antag-1 -18 and OX1R antag-2 10.
For O=c1[nH]c(=S)[nH]nc1Cc1ccc(Cl)c(Cl)c1 the results were OX1R antag-1 -5 and OX1R antag-2 29.
`Cc1c(Cl)cccc1N=c1c([N+](=O)[O-])nn(-c2ccccc2)n1O` gave OX1R antag-1 -14 and OX1R antag-2 2.
`Cn1c(=O)c2ncn(CC(=O)NC3CCCCCC3)c2n(C)c1=O` gave OX1R antag-1 -9 and OX1R antag-2 11.
For CC(C)c1ccccc1OCCNS(C)(=O)=O the results were OX1R antag-1 -11 and OX1R antag-2 -2.
For Fc1ccc(Nc2nc(NCc3ccco3)c3ccccc3n2)cc1 the results were OX1R antag-1 17 and OX1R antag-2 4.
Screening COc1ccc(NC(=O)CC2Oc3ccccc3NC2=O)c(OC)c1 (centres undefined) returned OX1R antag-1 0 and OX1R antag-2 -6.
`O=[N+]([O-])c1ccccc1/C=C/C=N/N1CCCCC1` gave OX1R antag-1 -13 and OX1R antag-2 8.
Cc1ccc(NC(=O)COc2coc(CN3CCc4ccccc4C3)cc2=O)cc1Cl was read as OX1R antag-1 -16 and OX1R antag-2 17.
Screening COC(=O)CCN(C(=O)c1cc(OC)c(OC)c(OC)c1)c1ccccn1 returned OX1R antag-1 2 and OX1R antag-2 18.
For CNC(=S)N/N=C/c1ccc(-c2cc([N+](=O)[O-])ccc2Cl)o1 the results were OX1R antag-1 -17 and OX1R antag-2 8.
`COc1ccc(C(=O)Nc2ccc(Nc3ccccc3)cc2)cc1Br` gave OX1R antag-1 -19 and OX1R antag-2 10.
For CC(=O)Cn1c(=O)c2c(nc3n2CCCN3Cc2ccccc2)n(C)c1=O the results were OX1R antag-1 -3 and OX1R antag-2 11.
For COc1cc(C=Nc2c(C)cc(C)cc2C)ccc1OC(C)=O the results were OX1R antag-1 -10 and OX1R antag-2 10.
O=C(NC(Cc1c[nH]c2ccccc12)C(=O)N1CCOCC1)c1cccs1 (centres undefined) was read as OX1R antag-1 -13 and OX1R antag-2 3.
For COc1ccc(NC(=O)c2cc([N+](=O)[O-])ccc2N2CCCC2)cc1 the results were OX1R antag-1 -29 and OX1R antag-2 26.
For CC(C)C(NS(=O)(=O)/C=C/c1ccccc1)C(=O)NCc1ccc(F)cc1 (centres undefined) the results were OX1R antag-1 -41 and OX1R antag-2 20.
`CCOc1ccc(C2Nc3ccccc3NC3=C2C(=O)CC(C)(C)C3)cc1OC` (centres undefined) gave OX1R antag-1 -8 and OX1R antag-2 0.
CCc1cccc(C)c1NC(=O)Cn1c(NCCO)nc2ccccc21 was read as OX1R antag-1 17 and OX1R antag-2 5.
c1cnc(N2CCN(Cc3ccc4c(c3)OCO4)CC2)nc1 was read as OX1R antag-1 -14&-7 and OX1R antag-2 6&10.
Screening CNc1cc([N+](=O)[O-])ccc1N/C=C/C(=O)c1ccc2c(c1)OCO2 returned OX1R antag-1 -11 and OX1R antag-2 30.
For C[C@H](CO)N1C[C@H](C)[C@@H](CN(C)C(=O)Nc2ccc3c(c2)OCO3)Oc2ccc(NC(=O)CCN3CCOCC3)cc2C1=O the results were OX1R antag-1 -10 and OX1R antag-2 7.
`CN1/C(=C\C=C2\N=C(c3ccc(F)cc3)OC2=O)C(C)(C)c2ccccc21` gave OX1R antag-1 6 and OX1R antag-2 8.
Screening Cc1cc(NC(=O)CCC(=O)N(Cc2ccccc2)C(C(=O)NC2CCCC2)c2ccco2)no1 (centres undefined) returned OX1R antag-1 -7 and OX1R antag-2 23.
For O=C1/C(=C/c2ccccc2Cl)SC(=S)N1CCC(=O)N1CCCCC1CCO (centres undefined) the results were OX1R antag-1 -43 and OX1R antag-2 6.
For Cc1ccc(C(=O)CCC(=O)N2CCC(C(N)=O)CC2)cc1 the results were OX1R antag-1 -8 and OX1R antag-2 8.
For CCCN1CNc2c(c(=O)[nH]c(=S)n2CCc2ccc(OC)c(OC)c2)C1 the results were OX1R antag-1 -21 and OX1R antag-2 17.
Screening CCCOC(=O)Oc1ccc2c(=O)c(Oc3cc(C)cc(C)c3)coc2c1 returned OX1R antag-1 -18 and OX1R antag-2 23.
Screening COc1cccc2[nH]c3c(N4CCC(C)CC4)ncnc3c12 returned OX1R antag-1 -22 and OX1R antag-2 7.
Screening CNC(=O)c1oc(-c2ccccc2)nc1C returned OX1R antag-1 -10 and OX1R antag-2 18.
CC(C)[C@H](NC(=O)N1CC(=O)Nc2ccccc21)C(=O)N1CCC[C@@H]1C(=O)O was read as OX1R antag-1 -2 and OX1R antag-2 2.
CC(Oc1ccccc1F)c1nnc(SCC(=O)Nc2ccc(N3CCOCC3)cc2)o1 (centres undefined) was read as OX1R antag-1 -4 and OX1R antag-2 5.
Screening Cc1ccccc1-n1c(SCC(=O)N/N=C/c2c(C)nn(-c3ccccc3)c2C)nc2ccccc2c1=O returned OX1R antag-1 -13 and OX1R antag-2 23.
For CN(C(=O)C1CCOC1)c1nnc(C2CCOC2)s1 (centres undefined) the results were OX1R antag-1 -18 and OX1R antag-2 4.
COc1ccc(NC(=O)CSc2nc3c(c(=O)n2-c2ccc(F)cc2)SCC3)cc1 was read as OX1R antag-1 -30 and OX1R antag-2 26.
`O=C(N/C(=C/c1ccc(Br)cc1)c1nc2ccccc2[nH]1)c1ccco1` gave OX1R antag-1 -9 and OX1R antag-2 12.
For O=C(CSc1nnc(CCCN2C(=O)c3cccc4cccc(c34)C2=O)n1-c1ccccc1)N1CCCCC1 the results were OX1R antag-1 -29 and OX1R antag-2 13.
CC(C)(C)c1ccccc1NC(=O)Cn1cnc2cc([N+](=O)[O-])ccc2c1=O was read as OX1R antag-1 -17 and OX1R antag-2 64.
For Cc1cc(C(=O)Nc2ccccc2[N+](=O)[O-])cs1 the results were OX1R antag-1 -22 and OX1R antag-2 23.
Screening O=C(N/N=C/c1ccc(Cl)cc1)c1cc(-c2cccnc2)nc2ccccc12 returned OX1R antag-1 -33 and OX1R antag-2 8.
CSc1ccc(S(=O)(=O)NCC(=O)OCC(=O)N2CCC(C)CC2)cc1[N+](=O)[O-] was read as OX1R antag-1 -17 and OX1R antag-2 20.
For C[C@@]12CCC=C[C@H]1[C@H](c1ccccc1Br)N(Cc1ccccc1)C2=O the results were OX1R antag-1 14 and OX1R antag-2 19.
`O=C(Nc1cc(Cl)cc(Cl)c1)c1ccc(Cn2c(=O)[nH]c3ccsc3c2=O)cc1` gave OX1R antag-1 -2 and OX1R antag-2 6.
COc1cc(C(=O)NC(C)C2CC3CCC2C3)ccc1OC(F)F (centres undefined) was read as OX1R antag-1 -10 and OX1R antag-2 11.
Cc1ccc2c(CN3CCC(C)CC3)cc(=O)oc2c1 was read as OX1R antag-1 -25 and OX1R antag-2 13.

Seven neighbouring compounds out of the list so far:
`Cc1cc(-c2ccc3c(c2)COc2c4ccccc4nn2-3)on1` gave OX1R antag-1 -6 and OX1R antag-2 32.
For OC(CNc1nc(-c2cccnc2)nc2ccccc12)c1ccccc1 (centres undefined) the results were OX1R antag-1 -19 and OX1R antag-2 35.
CS(=O)(=O)N1CCN(c2ccccc2NC(=O)c2cc(Br)ccc2Cl)CC1 was read as OX1R antag-1 -26 and OX1R antag-2 4.
For Cc1ccc(S(=O)(=O)NC(=O)NCCCCNC(=O)NS(=O)(=O)c2ccc(C)cc2)cc1 the results were OX1R antag-1 -9 and OX1R antag-2 -2.
O=C(NCC1CCCO1)c1ccc2c(=O)n(CC3CCCO3)c(=S)[nH]c2c1 (centres undefined) was read as OX1R antag-1 -8 and OX1R antag-2 10.
Screening CCN(C(=O)COC(=O)/C=C/c1ccc(OC(F)F)c(OC)c1)C1CCS(=O)(=O)C1 (centres undefined) returned OX1R antag-1 -6 and OX1R antag-2 11.
`Cc1nnc(NC(=O)CSc2nnc(Cc3cccn3C)n2C)s1` gave OX1R antag-1 -12 and OX1R antag-2 12.
